Source: PubChem (Broad Institute)
DENV2 CPE – DENV2-induced cell death inhibition. DENV2-infected cells, cytopathic effect rescue, plate reader. CPE inhibition, % at 9.99 µM. 350,000 compounds, 1.7% hits. AID 651640; in the data active = CPE inhibition above about 20%, passing the limit was not always enough; inconclusive = no clear call, values can overlap the other calls; tested in BHK-21 cells;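 also: 0% = median of neutral control wells and 100% = median of positive control wells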
SIRT5 inh – inhibitors of human sirtuin-5 desuccinylase | Q9NXA8 | Purified SirT5, succinyl-peptide AMC, trypsin-coupled fluorescence | inhibition, % at 15 µM | 330,000 compounds, 1.1% hits; in the data active = inhibition above about 15%; inconclusive = no clear call, values can overlap the other calls
Target sequence (Q9NXA8 whole entry, looked up): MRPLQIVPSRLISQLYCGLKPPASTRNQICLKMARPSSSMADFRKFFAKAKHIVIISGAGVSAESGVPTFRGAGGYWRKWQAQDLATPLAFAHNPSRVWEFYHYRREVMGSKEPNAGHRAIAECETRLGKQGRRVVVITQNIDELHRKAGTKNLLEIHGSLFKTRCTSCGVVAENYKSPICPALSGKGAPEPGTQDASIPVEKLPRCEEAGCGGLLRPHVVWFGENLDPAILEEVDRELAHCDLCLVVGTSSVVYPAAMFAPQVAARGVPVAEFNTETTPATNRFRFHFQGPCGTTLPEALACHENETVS
EWS-Fli inh – inhibitors of EWS/Fli oncoprotein transcriptional activity. inhibition, % at 12.6 µM. AID 651661. A673 NR0B1-luciferase reporter, viability-normalised. 350,000 compounds, 0.67% hits;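 active = mean inhibition of at least 50% after viability correction, with every replicate also passing that limit; inconclusive = mean reaches 50% but only one of two replicates passes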;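 also: firefly luciferase signal divided by Alamar Blue viability fluorescence both relative to DMSO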
LGR2 inh – Drosophila LGR2 receptor signaling inhibition. HEK293 LGR2, CRE-luciferase, bursicon-stimulated, 4 h. inhibition, % at 9.99 µM. 380,000 compounds, 0.35% hits. AID 720647;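 active = drop in luminescence signal, shown as inhibition above about 50% in the replicate tests, limit read from the data, passing the limit was not always enough; inconclusive = probably only some replicates passing the limit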;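 also: agonist challenge used bursicon conditioned medium at about half maximal strength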
ARNT-TACC3 inh – disrupts binding between human ARNT and TACC3 | 390,000 compounds, 0.66% hits | inhibition, % at 9.99 µM | Q9Y6A5 | AlphaScreen His-ARNT PAS-B/GST-TACC3 binding, luminescence; TACC3 fragment carries E629A point mutation;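 active = mean inhibition of replicates at least 50% and at least half of replicates each reaching 50%; inconclusive = half or more replicates reach 50% but mean below 50%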;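 also: 0% = complete ARNT plus TACC3 wells and 100% = ARNT alone without TACC3; many hits fall short of the cut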
PAX8 reporter – inhibitors of PAX8 transcriptional activity in RMG-I cells | RMG-I TPO-luciferase reporter, SteadyGlo, 24 h | inhibition, % at 12.6 µM | 360,000 compounds, 1.2% hits;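 active = mean replicate inhibition at least 60% with every replicate also reaching 60%; inconclusive = only one of the two criteria is met; inactive = mean below 60% and not all replicates reaching 60%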;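 also: luciferase light reporting Pax8 driven TPO promoter activity; plate controls were median of neutral control wells for no effect and mitoxantrone controls for full effect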
Casp6 inh – blocks human caspase-6 cleavage activity | P55212 | purified caspase-6, Z-VEID-R110 cleavage fluorescence | inhibition, % at 12.5 µM | 350,000 compounds, 0.53% hits | AID 686996;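 active = mean inhibition across replicates at least about 35%, with every replicate also reaching that limit, limit read from the data; inconclusive = only one of the two criteria met; inactive = neither criterion met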;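 also: 0% = median of neutral control wells and 100% = no fluorescence left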
Target sequence (P55212 24-179 limits assumed): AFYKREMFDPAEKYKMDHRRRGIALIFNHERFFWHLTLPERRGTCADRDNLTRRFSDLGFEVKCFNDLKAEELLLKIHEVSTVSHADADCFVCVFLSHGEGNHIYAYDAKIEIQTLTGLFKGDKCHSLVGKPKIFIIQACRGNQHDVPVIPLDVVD
Target sequence (P55212 194-293 limits assumed): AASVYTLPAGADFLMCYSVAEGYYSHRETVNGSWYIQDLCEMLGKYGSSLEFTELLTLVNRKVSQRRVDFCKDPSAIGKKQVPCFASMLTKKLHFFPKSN
Numbers without * were called inactive; ? = inconclusive; / = not tested or not shown.

SMILES	DENV2 CPE	SIRT5 inh	EWS-Fli inh	LGR2 inh	ARNT-TACC3 inh	PAX8 reporter	Casp6 inh
O=C(C[C@H]1CC[C@H]2[C@@H](COC[C@@H](O)CN2C(=O)Nc2ccccc2)O1)NCCCN1CCOCC1	-7.7	-0.5	-12.9	-12.8	2.9	-21.1	0.9
Cc1ccc(N(CC(=O)NCc2ccccc2)C(=O)CCC(=O)Nc2ccccn2)cc1	-3.0	-5.5	2.2	5.1	-4.1	-5.3	-6.0
CCOCCn1c(=O)c2c(nc3n2CCCN3CCc2ccccc2)n(C)c1=O	5.5	0.0	1.1	0.9	2.6	25.9	0.4
CCOc1cc(/C=N/Nc2nc3ccccc3[nH]2)cc(Br)c1OCC(=O)N(C)C	-6.0	-0.2	16.3	?	-4.5	24.9	19.1
C[C@H](CO)N1C[C@H](C)[C@@H](CN(C)S(C)(=O)=O)Oc2ncc(C#CC3CC3)cc2C1=O	-3.3	3.9	-4.6	11.0	0.3	/	-1.2
CCOCCCNCc1c(Cl)cccc1Cl	6.2	-6.9	-0.4	1.7	11.6	-12.4	0.2
CCOC(=O)c1c(NC(=O)C(=O)N/N=C/c2ccc(OCC)cc2)sc2c1CCCCC2	12.3	0.2	-3.0	-0.6	-16.4	-25.2	-2.0
CCCC#Cc1ccc2c(c1)O[C@H](CN(C)C(=O)c1ccncc1)[C@H](C)CN([C@@H](C)CO)S2(=O)=O	10.1	1.2	-16.5	23.1	/	/	2.3
C/C(=N\NC(=O)c1cccc2ccccc12)c1cccs1	-2.7	-1.1	-62.3	-23.2	-12.4	-66.0	-4.3
COc1ccccc1C=C1CCc2ccccc2C1=O	-1.4	-0.1	-35.6	24.2	/	-33.6	14.1
O=C(C[C@@H]1CC[C@H]2[C@@H](COC[C@H](O)CN2S(=O)(=O)c2cccc(F)c2)O1)NCc1ccncn1	/	/	6.8	24.7	11.3	-9.1	/
CN(C)CC(=O)N1[C@H](CO)[C@H](c2ccc(-c3ccccc3F)cc2)[C@@H]1C#N	2.2	-1.1	-6.3	-4.5	-20.5	14.9	0.0
O=C(C[C@@H]1CC[C@H]2[C@@H](COC[C@@H](O)CN2C(=O)c2ccccn2)O1)NC1CCC1	7.3	1.6	/	14.9	2.0	/	-0.1
Cc1ccc(NC(=O)CN2C(=O)CCSc3ccc(S(=O)(=O)N4CCCC4)cc32)cc1	7.9	-2.9	/	-5.3	0.3	5.4	0.6
COc1ccc(S(=O)(=O)Nc2ccc3c(c2)C(=O)N([C@@H](C)CO)C[C@@H](C)[C@@H](CN(C)C(=O)CCC(F)(F)F)OCCCC[C@H](C)O3)cc1	7.3	0.8	-8.4	-1.2	-1.3	11.7	-0.6
CCc1c(C)sc(NC(=O)/C=C/C(=O)O)c1C(N)=O	0.2	1.5	-6.1	1.7	-1.5	-2.9	4.9
O=C(Nc1ccccc1)N1CCCCN2[C@@H](CO)[C@@H](c3ccc(-c4ccncc4)cc3)[C@@H]2C1	18.5	2.0	-12.7	-3.8	-3.4	-1.8	-2.0
COC(=O)c1ccncc1N	-3.3	-0.2	26.7	11.6	-2.5	-1.4	-1.2
Cc1cc(O)c(-c2cc(C(=O)NCc3ccc4c(c3)OCO4)[nH]n2)cc1C	/	-4.0	/	-8.6	28.7	-10.8	-0.2
CCOc1ccc2nc(NCCCNS(=O)(=O)c3ccc(F)cc3)c(C#N)cc2c1	-3.7	-0.7	6.7	-4.1	0.0	/	7.4

Sorted by value in SIRT5 inh (largest number first): 7 from the list above.
structure	SIRT5 inh
CCc1c(C)sc(NC(=O)/C=C/C(=O)O)c1C(N)=O	1.5
COc1ccc(S(=O)(=O)Nc2ccc3c(c2)C(=O)N([C@@H](C)CO)C[C@@H](C)[C@@H](CN(C)C(=O)CCC(F)(F)F)OCCCC[C@H](C)O3)cc1	0.8
COC(=O)c1ccncc1N	-0.2
CCOc1ccc2nc(NCCCNS(=O)(=O)c3ccc(F)cc3)c(C#N)cc2c1	-0.7
CN(C)CC(=O)N1[C@H](CO)[C@H](c2ccc(-c3ccccc3F)cc2)[C@@H]1C#N	-1.1
Cc1ccc(NC(=O)CN2C(=O)CCSc3ccc(S(=O)(=O)N4CCCC4)cc32)cc1	-2.9
Cc1cc(O)c(-c2cc(C(=O)NCc3ccc4c(c3)OCO4)[nH]n2)cc1C	-4.0

Among those listed so far, these have an aryl methoxy group.
SMILES	DENV2 CPE	SIRT5 inh	EWS-Fli inh	LGR2 inh	ARNT-TACC3 inh	PAX8 reporter	Casp6 inh
COc1ccccc1C=C1CCc2ccccc2C1=O	-1.4	-0.1	-35.6	24.2	/	-33.6	14.1
COc1ccc(S(=O)(=O)Nc2ccc3c(c2)C(=O)N([C@@H](C)CO)C[C@@H](C)[C@@H](CN(C)C(=O)CCC(F)(F)F)OCCCC[C@H](C)O3)cc1	7.3	0.8	-8.4	-1.2	-1.3	11.7	-0.6

Following part
SMILES	DENV2 CPE	SIRT5 inh	EWS-Fli inh	LGR2 inh	ARNT-TACC3 inh	PAX8 reporter	Casp6 inh
CO[C@H]1CN(C)C(=O)c2ccc(NC(=O)Nc3cc(F)ccc3F)cc2OC[C@H](C)N(C(=O)c2ccccn2)C[C@@H]1C	4.0	0.9	-9.2	-1.8	/	/	0.4
Cc1noc(C)c1S(=O)(=O)Nc1ccc2c(c1)C(=O)N([C@H](C)CO)C[C@@H](C)[C@@H](CN(C)C(=O)Nc1ccc(F)cc1)OCCCC[C@@H](C)O2	?	4.5	-2.9	4.0	-5.2	-12.0	3.5
CNC(=S)NNC(=O)COc1ccc(C)c(C)c1	16.4	-0.4	0.2	-19.4	4.1	18.2	-0.2
CCC(=O)Nc1ccc2c(c1)OC[C@@H](C)N(Cc1cccc(F)c1)C[C@H](C)[C@H](OC)CN(C)C2=O	?	3.3	-0.3	8.8	2.2	7.3	-0.6
CO[C@@H]1CN(C)C(=O)c2ccc(NS(=O)(=O)c3ccccc3)cc2OC[C@@H](C)N(C(=O)NC(C)C)C[C@H]1C	-0.1	1.5	1.7	26.7	-3.0	/	-2.1
COc1ccccc1-c1cc(NC(C)=O)c2ncc(-c3cccc(C(F)(F)F)c3)n2c1	-7.0	-4.4	4.6	-5.0	/	15.7	3.6
CCOC(=O)N(C)c1c(CC)nc2c(OCc3ccccc3C)cccn12	-1.5	14.1	14.6	7.4	/	0.5	-0.6
COc1ccc(S(=O)(=O)CCC(=O)N2CCN(c3cccc(Cl)c3)CC2)cc1	1.1	0.1	/	-81.8	3.9	7.8	9.8
COCC(=O)Nc1ccc2c(c1)C(=O)N(C)[C@@H]1CC[C@@H](CC(=O)O)O[C@H]1CO2	-2.6	/	-5.9	-15.4	2.7	3.2	/
CN1C(=O)c2cc(NC(=O)c3cccc(F)c3)ccc2OC[C@H]2O[C@@H](CC(=O)NCc3ccccc3)CC[C@H]21	-0.3	/	6.5	-4.8	4.2	13.8	/
O=C(Nc1ccc(F)cc1)/C(Cl)=C/c1ccccc1	17.2	-3.7	-127.1	-121.4	-3.5	-181.0	-4.2
O=C(c1ccc(Cl)c(S(=O)(=O)N2CCCCCC2)c1)N1CCCCC1	-3.6	0.6	-7.3	-4.2	-5.4	2.7	-0.5
CCc1ccc(Nc2nnc(SCC(=O)NC(=O)c3cccn3C)s2)cc1	-1.1	-0.9	20.8	-0.4	/	3.3	-1.4
Cc1ccc(CNC(=O)C2CCCN(c3cnccn3)C2)cc1 (centres undefined)	2.5	-0.2	/	10.3	-2.0	3.0	-0.5
O=C(COC(=O)c1ccc[n+]([O-])c1)Nc1ccc([N+](=O)[O-])cc1Cl	-2.2	-4.2	-15.2	/	-0.6	-10.2	3.4
Cc1ccc(/C=C/C(=O)N2CCN(S(=O)(=O)c3ccc(C)c(C)c3)CC2)o1	/	/	/	-1.7	0.0	11.4	/
O=C(N/C=N/O)C(c1ccccc1)c1ncc(C(F)(F)F)cc1Cl (centres undefined)	-1.4	0.6	4.7	3.0	2.2	-9.3	-0.9
CCOC(=O)[C@H]1[C@H]2COc3ccc(OC)cc3[C@@H]2N2C(=O)c3ccc(Cl)cc3NC(=O)[C@@]12C	10.8	-3.3	6.2	13.7	0.7	7.7	2.8
CSc1ccccc1NC(=O)CN(C)C(=O)Cn1c(=O)oc2ccccc21	?	1.7	5.0	-5.6	-1.7	-1.0	4.0
O=C(N/N=C/c1c[nH]c2ccccc12)c1ccccc1Cl	-4.7	-1.7	5.2	-19.2	-1.1	14.3	-1.2

Some of these compounds in order of SMILES length, smallest number first.
SMILES	DENV2 CPE	SIRT5 inh	EWS-Fli inh	LGR2 inh	ARNT-TACC3 inh	PAX8 reporter	Casp6 inh
O=C(Nc1ccc(F)cc1)/C(Cl)=C/c1ccccc1	17.2	-3.7	-127.1	-121.4	-3.5	-181.0	-4.2
CCc1ccc(Nc2nnc(SCC(=O)NC(=O)c3cccn3C)s2)cc1	-1.1	-0.9	20.8	-0.4	/	3.3	-1.4
O=C(c1ccc(Cl)c(S(=O)(=O)N2CCCCCC2)c1)N1CCCCC1	-3.6	0.6	-7.3	-4.2	-5.4	2.7	-0.5
Cc1ccc(/C=C/C(=O)N2CCN(S(=O)(=O)c3ccc(C)c(C)c3)CC2)o1	/	/	/	-1.7	0.0	11.4	/
CCOC(=O)[C@H]1[C@H]2COc3ccc(OC)cc3[C@@H]2N2C(=O)c3ccc(Cl)cc3NC(=O)[C@@]12C	10.8	-3.3	6.2	13.7	0.7	7.7	2.8

(further entries)
SMILES	DENV2 CPE	SIRT5 inh	EWS-Fli inh	LGR2 inh	ARNT-TACC3 inh	PAX8 reporter	Casp6 inh
CO[C@@H]1CC[C@@H]2CCOc3ccc(C#N)cc3C(=O)N(C)CCCC(=O)N(C)C[C@@H]1O2	-0.4	4.1	-3.3	-14.0	-8.2	-13.2	4.9
OC(c1ccc(Cl)c(F)c1)c1ncc(-c2cccc(F)c2)[nH]1 (centres undefined)	?	/	14.7	-21.2	/	-3.0	5.5
COc1ccc(NC(=O)Nc2ccc3c(c2)[C@@H]2C[C@@H](CC(=O)NCc4ccccc4F)O[C@@H](CO)[C@@H]2O3)cc1	-4.8	/	0.0	10.7	-1.0	1.3	3.0
COC(=O)/C=C1\S/C(=N\N=C\CC(=O)OC)NC1=O	-4.7	9.8	8.0	/	29.6	0.7	3.0
CCN(CC)CCn1c(NS(=O)(=O)c2ccc(Cl)cc2)nc2ccccc21	-5.6	-0.2	3.1	4.5	-1.2	18.5	-10.4
N#C[C@H]1[C@@H](c2ccc(C3=CCCCC3)cc2)[C@H](CO)N1C(=O)c1cccc(F)c1	-2.4	5.0	-3.8	3.9	-0.2	-2.1	1.3
COc1ccc(S(=O)(=O)Nc2ccc3c(c2)C(=O)N([C@@H](C)CO)C[C@@H](C)[C@H](CN(C)C(=O)CCC(F)(F)F)OCCCC[C@@H](C)O3)cc1	-1.7	-1.0	-6.7	-0.9	-8.3	-5.0	-0.7
CN(CCNC(=O)c1c[nH]c2c1ccc1ccccc12)CCNC(=O)c1c[nH]c2c1ccc1ccccc12	-5.9	/	-19.9	/	3.2	-26.3	-9.6
C=C(C)C(=O)N1CC2(CC(c3cccc(NC(=O)COc4ccc(Cl)cc4)c3)=NO2)C[C@@H]1C(N)=O (some centres undefined)	34.0*	-1.4	11.5	-8.6	-0.7	-0.3	6.4
COc1ccc(C(=O)Nc2ccc(S(=O)(=O)Nc3nccc(C)n3)cc2)cc1	4.6	-5.2	1.5	-0.1	-6.7	-5.9	-2.6
CC1CN(C(=O)CCCN2C(=O)c3ccccc3C2=O)CC(C)O1 (centres undefined)	12.1	-2.4	8.2	11.4	28.4	-7.5	-2.9
Cc1nc(C(=O)NCc2ccccc2)sc1C1(C)CC(c2cccc([N+](=O)[O-])c2)=NO1 (centres undefined)	-4.4	/	-4.6	2.5	-0.2	19.2	-1.8
CCCN1CCC(NCc2cn(C)nc2-c2ccc(Oc3ccccc3)cc2)CC1	/	/	4.3	-3.8	22.6	8.4	-15.8
CCN(CC)C(=O)c1sc2nc(-c3ccccc3)ccc2c1N	6.5	1.7	-113.0	-49.7	3.4	-167.4	2.8
O=C(O)c1ccc(Nc2cnc3ccccc3n2)cc1	-2.2	3.2	-40.8	-27.4	1.8	-105.7	-0.8
